# Bioassay records from PubChem BioAssay.
# VP16 counter: VP16 counterscreen qHTS for inhibitors of ROR gamma transcriptional activity; Drosophila S2 Gal4-VP16 UAS-luciferase, luminescence, 20 h; Potency, µM (series often up to 53.6 µM), for the others: top-dose activity, negative = inhibition, actives largely listed as inhibitors; 3.5% of 310,000 active; AID 2546, 2010;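 further: Gal4-VP16 expression switched on by copper sulfate through the metallothionein promoter; potency means the concentration at half of the fitted maximal effect; on the % scale 0 is the no-effect control and ±100 the full control effect; nearly all actives have a fitted effect of over 50% in size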
# MBNL1-CUG inh: qHTS Assay for Inhibitors of MBNL1-poly(CUG) RNA binding. AID 2675, 2010. Muscleblind-like protein 1 (Homo sapiens), Q9NR56. Potency, µM (highest dose often 57.5 µM), for the others: at the highest dose activity change, negative = inhibition, usual class: inhibitors. 0.036% of 280,000 active. TR-FRET MBNL1-His/biotin-(CUG)12 binding, 665/545 ratio; active means well fitted inhibition curve with a large enough effect in the signal ratio, with a control signal flat, not every such curve was filed as active; inconclusive means small, poorly fitted or top-dose-only effect, or effect the other way, or a change in a side signal; inactive means no such curve, though single readings can be large or run the other way; the % refers to the signal ratio; further: potency means the concentration at half of the fitted maximal effect; on the % scale 0 is the no-effect control and ±100 the full control effect
# Target sequence (Q9NR56 whole entry, looked up): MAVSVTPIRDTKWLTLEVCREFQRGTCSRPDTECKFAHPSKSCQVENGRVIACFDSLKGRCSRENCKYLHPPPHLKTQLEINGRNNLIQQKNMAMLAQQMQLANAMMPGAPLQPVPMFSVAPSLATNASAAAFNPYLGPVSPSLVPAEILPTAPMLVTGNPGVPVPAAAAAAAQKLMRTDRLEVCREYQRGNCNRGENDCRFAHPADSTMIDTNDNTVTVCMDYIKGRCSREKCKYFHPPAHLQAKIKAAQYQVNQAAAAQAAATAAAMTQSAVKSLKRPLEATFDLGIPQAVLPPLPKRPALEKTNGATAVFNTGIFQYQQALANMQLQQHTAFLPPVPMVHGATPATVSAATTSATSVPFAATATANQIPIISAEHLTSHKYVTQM
#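 Inhibition of protein-RNA binding appears as loss of TR-FRET between terbium anti-His antibody on MBNL1-His and streptavidin-XL665 on biotin-(CUG)12. Activity is normalized to buffer-only and uninhibited-complex controls.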
# Mito fusion act: qHTS Assay for Small Molecule Inhibitors of Mitochondrial Division or Activators of Mitochondrial Fusion. 0.23% of 320,000 active. Potency, µM (doses to about 46.1 µM), for inactives: top-dose growth rescue (activation), hits mostly activators. S. cerevisiae fusion-defective mutant growth rescue, CellTiterGlo 48 h;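 further: potency means the concentration at half of the fitted maximal effect; % of control where 0% means no effect; nearly all actives have a fitted effect of over 45% in size; temperature-sensitive fusion mutants such as fzo1-1 at 37 °C on non-fermentable ethanol glycerol medium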
#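 S. cerevisiae fusion-defective temperature-sensitive mutants (e.g. fzo1-1, mgm1-5) grown 48 h at 37C in YPEG (ethanol/glycerol non-fermentable) medium with 23 nl compound per well; growth rescue read as CellTiterGlo luminescence.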
# PKM2 act: qHTS Assay for Activators of Human Muscle isoform 2 Pyruvate Kinase | Pyruvate kinase PKM (Homo sapiens), P14618 | purified PKM2, Kinase-Glo ATP luminescence, activation; response scale: 0% is enzyme alone, no compound | Potency, µM (top dose mostly 57.5 µM), for inactives: at the highest dose activation, most hits filed as activators | 0.34% of 260,000 active | AID 1631, 2009; further: potency means the concentration at half of the fitted maximal effect; on the % scale 0 is the no-effect control and ±100 the full control effect; nearly all actives have a fitted effect of over 55% in size
#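 Purified hPK-M2 (>95% pure) converted ADP (0.1 mM final) to ATP with 0.5 mM PEP in 50 mM imidazole pH7.2, KCl, MgCl2, Tween 20, BSA; 1 h at room temperature. ATP detected by Kinase-Glo luminescence.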
# Rab9 prom act: qHTS Assay for Rab9 Promoter Activators | Huh7 Rab9 promoter-luciferase reporter, luminescence, 24 h | AID 485297, 2010 | Potency, µM (doses to about 9.22 µM), for the others: at the highest dose activation, negative = inhibition, hits mostly activators | 2.8% of 320,000 active; further: potency means the concentration at half of the fitted maximal effect; % of control where 0% means no effect; nearly all actives have a fitted effect of over 60% in size
#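 Luminescence read-out: Huh7 cells stably expressing Rab9-luciferase, treated 24 h with compound at 37 °C, then lysed with luciferase reagent for 10 min at ambient before reading.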
# Menin-MLL TR inh: qHTS Assay for Inhibitors Targeting the Menin-MLL Interaction in MLL Related Leukemias: Competition With Texas Red Labeled MLL-derived Mutant Peptide; O00255; Menin + Texas Red MLL mutant peptide, fluorescence polarization; Potency, µM (doses to about 61.6 µM), without a hit: at the highest dose FP activity change, negative = inhibition, actives largely listed as inhibitors; 0.23% of 270,000 active; AID 1768, 2009; active means well fitted inhibition curve with a large enough effect in the polarisation, with a control signal flat, not every such curve was filed as active; inconclusive means small, poorly fitted or top-dose-only effect, or effect the other way, or a change in a side signal; inactive means no such curve, though single readings can be large or run the other way; the % refers to the polarisation; further: potency means the concentration at half of the fitted maximal effect; % of control where 0% means no effect; many of its hits are not listed in these tables
# NPC1 prom act: qHTS Assay for NPC1 Promoter Activators; Huh7 NPC1 promoter luciferase reporter, 24 h; Potency, µM (highest dose often 9.22 µM), inactives show at the highest dose activation, usual class: activators; 2.4% of 320,000 active;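 further: potency means the concentration at half of the fitted maximal effect; % of control where 0% means no effect; nearly all actives have a fitted effect of over 60% in size; reporter is driven by a mutant NPC1 promoter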
#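 Luminescence read-out of NPC1 promoter-driven luciferase in stably transfected Huh7 cells; compounds delivered in DMSO and left 24 h at 37C, 5% CO2, qHTS titration format.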
# KCNH2 3.1 block: qHTS for Inhibitors of KCHN2 3.1: Mutant qHTS | Potassium voltage-gated channel subfamily H member 2, brain isoform KCNH2 3.1 (human) | U2OS KCNH2 3.1, thallium flux FluxOr; active compounds read low | activity change, % (tested at about 1.8 µM) | 0.95% of 340,000 active | AID 720553, 2013;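 active means maximum activity change below -70%; inconclusive means maximum activity change from -70% to -50%; inactive means maximum activity change above -50%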;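 further: thallium influx rate constant from kinetic fluorescence after stimulation buffer; on the % scale 0 is the no-effect control and ±100 the full control effect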
#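 Steps: virus added to U2OS suspension (4 h, RT, dark); medium with 10% FBS added, cells plated, 37 C overnight; FluxOr/Red40 loading buffer 45 min RT; stimulation buffer, 2 min kinetic read; rate constant normalized.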
# RORgamma inh: qHTS for inhibitors of ROR gamma transcriptional activity. Drosophila S2 Gal4-RORgamma UAS-luciferase reporter, 20 h. Potency, µM (titrated, usually from 53.6 µM), inactives show at the highest dose activity change, negative = inhibition, actives largely listed as inhibitors. 5.4% of 310,000 active. AID 2551, 2010; further: potency means the concentration at half of the fitted maximal effect; on the % scale 0 is the no-effect control and ±100 the full control effect; nearly all actives have a fitted effect of over 60% in size
#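 ROR gamma transcriptional activity was tracked as Gal4-UAS luciferase output in stably transfected Drosophila Schneider cells, with compound added 1 hr before 700 uM copper sulfate induction and a 20 hr ambient-temperature incubation.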
# ELG1 repair inh: qHTS screen for small molecules that inhibit ELG1-dependent DNA repair in human embryonic kidney (HEK293T) cells expressing luciferase-tagged ELG1 | Potency, µM (titrated, usually from 46.1 µM), inactives show top-dose activity change, negative = inhibition, usual class: inhibitors | HEK293T ELG1-luciferase reporter, luminescence, 16 h; DNA damage induced by 5-fluorouridine | 2.3% of 330,000 active; further: potency means the concentration at half of the fitted maximal effect; on the % scale 0 is the no-effect control and ±100 the full control effect; nearly all actives have a fitted effect of over 55% in size
#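 5-Fluorouridine DNA damage + compound/DMSO, 2,000 cells/well, 16 h, 37 °C/5% CO2. ONE-Glo, 30 min RT, luminescence. Readout = decrease in reporter signal.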
# FLuc modulator: qHTS profiling assay for firefly luciferase inhibitor/activator using purifed enzyme and Km concentrations of substrates (counterscreen for miR-21 project) | Luciferin 4-monooxygenase (Photinus pyralis), P08659 | purified FLuc, Km substrates, luminescence inhibition | Potency, µM (titrated, usually from 57.5 µM), for inactives: at the highest dose activity change, negative = inhibition, hits mostly inhibitors | 6.9% of 360,000 active | AID 588342, 2011;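 further: potency means the concentration at half of the fitted maximal effect; plate controls were vehicle for no effect and reference inhibitor for full effect; nearly all actives have a fitted effect of over 55% in size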
# Target sequence (P08659 whole entry, looked up): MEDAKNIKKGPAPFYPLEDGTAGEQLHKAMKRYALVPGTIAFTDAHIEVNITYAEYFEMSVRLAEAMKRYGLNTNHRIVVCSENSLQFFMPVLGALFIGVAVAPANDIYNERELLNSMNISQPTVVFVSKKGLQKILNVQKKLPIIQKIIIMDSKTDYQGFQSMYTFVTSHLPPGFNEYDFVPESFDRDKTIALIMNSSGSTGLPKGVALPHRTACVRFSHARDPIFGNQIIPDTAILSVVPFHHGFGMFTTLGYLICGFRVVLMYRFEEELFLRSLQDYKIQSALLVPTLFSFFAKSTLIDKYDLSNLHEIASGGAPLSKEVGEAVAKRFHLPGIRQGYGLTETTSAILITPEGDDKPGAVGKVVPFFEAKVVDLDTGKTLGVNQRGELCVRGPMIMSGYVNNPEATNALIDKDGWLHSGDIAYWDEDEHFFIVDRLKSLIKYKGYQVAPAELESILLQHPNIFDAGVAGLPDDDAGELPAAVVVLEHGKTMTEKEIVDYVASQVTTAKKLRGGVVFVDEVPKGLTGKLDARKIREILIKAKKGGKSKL
#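 Biochemical qHTS of compounds, final roughly 60 µM downward over six points, against 10 nM purified firefly luciferase using Km concentrations of substrates (10 uM D-luciferin, 10 uM ATP) in Tris acetate pH 7.5 buffer; luminescence output.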
# Starred values were filed as active, the others as inactive; ? = inconclusive; / = no result given; & = joins results of further samples; [ ] = another dose, or the depositor's remark. Unless noted, the call rests on the fitted dose curve; in most records, active means well fitted curve in the direction sought with a large enough effect; inconclusive means small, poorly fitted or top-dose-only effect, or another doubt; inactive means no such curve, though single readings can be large; an effect the other way counts as inactive or inconclusive. An excerpt; rates above refer to the full screens.
# Sample of the layout (4 entries):
SMILES,VP16 counter,MBNL1-CUG inh,Mito fusion act,PKM2 act,Rab9 prom act,Menin-MLL TR inh,NPC1 prom act,KCNH2 3.1 block,RORgamma inh,ELG1 repair inh,FLuc modulator
O=C(NCC(=O)N1CCCCC1)c1ccc(Br)o1,-5%,-1%,0%,4%,4%,/,-4%,-8,-19%,15%,1%
O=C(CSC1=Nc2ccccc2C2CC=NN12)Nc1ccc(F)cc1Cl (stereo unspecified),15%,16%,-3%,1%,-34%[inhibitor],-8%,-2%,-22,-28%,10%,?
CCOC(=O)c1ccccc1NC(=O)COC(=O)C1CC(=O)N(CCc2ccccc2)C1 (stereo unspecified),/,/,-1%,/,0%,/,-9%,10,/,10%,3%
CCCn1nnnc1-c1cccc(Cl)c1,0%,-1%,-3%,0%,2%,-1%,0%,1,9%,-3%,-1%

# This part in full (from the top)
SMILES,VP16 counter,MBNL1-CUG inh,Mito fusion act,PKM2 act,Rab9 prom act,Menin-MLL TR inh,NPC1 prom act,KCNH2 3.1 block,RORgamma inh,ELG1 repair inh,FLuc modulator
O=C(NCC(=O)N1CCCCC1)c1ccc(Br)o1,-5%,-1%,0%,4%,4%,/,-4%,-8,-19%,15%,1%
O=C(CSC1=Nc2ccccc2C2CC=NN12)Nc1ccc(F)cc1Cl (stereo unspecified),15%,16%,-3%,1%,-34%[inhibitor],-8%,-2%,-22,-28%,10%,?
CCOC(=O)c1ccccc1NC(=O)COC(=O)C1CC(=O)N(CCc2ccccc2)C1 (stereo unspecified),/,/,-1%,/,0%,/,-9%,10,/,10%,3%
CCCn1nnnc1-c1cccc(Cl)c1,0%,-1%,-3%,0%,2%,-1%,0%,1,9%,-3%,-1%
Cc1ccc(O)c(-c2cc(C(=O)Nc3ccc(S(=O)(=O)Nc4nccc(C)n4)cc3)[nH]n2)c1,-9%,-2%,7%,1%,-4%,/,1%,-7,?,-9%,?
COc1ccc(CCN=C(N)Nc2nc(C)cc(C)n2)cc1,-13%,-6%,-8%,22%,-5%,-15%,-10%,12,-12%,?,-2%
CC1CCCC(NC(=O)C2CCN(S(=O)(=O)N3CCCCCC3)CC2)C1C (stereo unspecified),-3%,?,3%,2%,-6%,-5%,-1%,2,?,2%,-3%
O=C1C2C3C=CC(C4CC34)C2C(=O)N1c1ccc2c(c1)OCO2 (stereo unspecified),-9%,-1%,3%,2%,5%,2%,7%,0,-5%,7%,21µM*
COc1ccccc1NC(=O)c1sc(Cl)nc1C,8%,3%,-2%,-2%,6%,?,6%,-9,-1%,6%,-9%
CCc1ccc(-c2cc(C)no2)cc1S(=O)(=O)N1CCN(c2ccccc2F)CC1,-11%,4%,3%,/,1%,11%,-3%,-24,17%,?,0%
O=C(C1Cc2ccccc2CN1C(=O)c1ccccc1)N1CCN(c2ccccc2)CC1 (stereo unspecified),5%,2%,1%,0%,-3%,/,-2%,14,12%,-1%,-1%
CC1C(=O)N2CCCc3cc(NC(=O)CC(C)(C)C)cc1c32 (stereo unspecified),-10%,1%,7%,/,-2%,-16%,-9%,-6,-6%,10%,1%
CCn1c(SCc2ccc(C(=O)Nc3nccs3)cc2)nnc1-c1ccc(NC(C)=O)cc1,-2%,-7%,-1%,-2%,5%,12%,4%,4,33%,?,11µM*
CC(C)N1CC=C2C(C#N)=C(N)C(C#N)(C#N)[C@H](c3ccoc3)[C@H]2C1,-1%,?,-1%,-1%,9%,-21%,-1%,/,-24%,12%,0%
Cc1nc2ccc(C(=O)N3CCN(c4ccccc4)CC3)cc2s1,1%,0%,-2%,0%,-1%,-18%,-2%,-3,?,-3%,1%
Cc1ccccc1CC(=O)N1CC(C)OC(C)C1 (stereo unspecified),-5%,2%,1%,2%[11.5 µM],3%,-9%,-6%,9,-22%,-1%,-1%
O=C1C(Cl)=C(NCCc2ccccc2)C(=O)N1CCc1ccccc1,-10%,0%,0%,-10%,14%,3%,13%,-5,17%,?,-16%
CC1Cc2ccccc2N1C(=O)CSc1nnc(-c2ccc(S(=O)(=O)N3CCCCC3)cc2)o1 (stereo unspecified),10%,-7%,-7%,1%,-6%,-7%,12%,/,-10%,-2%,-1%
O=[N+]([O-])c1ccccc1SN(Cc1ccccc1)c1ccccn1,-7%,?,?,0%,-1%,1%,6%,5,-20%,17%,3%
O=C(Nc1nc(-c2cccs2)c(-c2cccs2)s1)C1(c2ccccc2)CC1,-13%,20%,4%,-4%,-11%,7%,1%,10,5%,-5%,-2%
CCC1(c2ccc(Cl)cc2)NC(=S)N(c2ccccc2)N1 (stereo unspecified),?,-4%,6%,-1%,0%,?,0%,-2,?,?,-10%
CCC1CCCCN1CCCNC(=O)c1cn(CC(C)C)c(=O)c2cc(OC)c(OC)cc12 (stereo unspecified),-12%,0%,-2%,-7%,-3%,-19%,-1%,-18,-12%,-7%,0%
CCN1C(=O)/C(=C/c2ccc(C)s2)NC1=S,?,?,-1%,4%,6%,2%,-1%,14,18µM*,-6%,?
COC(=O)c1cccc(C23CC4(C2)[C@H](CN(Cc2cccnc2)[C@@H]4c2ccccc2)C3c2ccc(C(F)(F)F)cc2)c1 (stereo partly specified),1%&-5%,-7%,4%,-4%&-15%,-15%,8%,-11%,/,-28%&13%,?,1%
COc1ccc(C2c3c(oc4ccccc4c3=O)C(=O)N2c2ccc(C)cn2)cc1OC (stereo unspecified),7%,11%,16%,-3%,-7%,8%,1%,3,8%,11%,7%
O=C(/C(=N/N=C/c1ccc(O)c(O)c1O)c1ccccc1)c1ccccc1,10µM*,-20%,7%,10%,-2%,?,1%,5,?,-18%,-7%
CCN1CCc2c(sc(NC(=O)Cc3ccccc3)c2C(=O)OC)C1,1%,1%,-6%,-5%,1%,-10%,-2%,-3,0%,0%,4%
O=C(NCc1cccc(F)c1)C1CCC(=O)N(C2CC2)C1 (stereo unspecified),3%,-4%,0%,-7%,1%[1.84 µM],/,-1%,-1,35%,0%,0%
COC(=O)CN1CCN(C(c2ccccc2)c2ccccc2)CC1,-8%,-1%,-5%,-6%,-6%,-9%,2%,19,-4%,-3%,1%
Cc1cccc(N(CC(=O)NC2CCCC2)C(=O)CS(=O)CC(=O)Nc2ccc3c(c2)OCO3)c1 (stereo unspecified),-3%,-6%,3%,-1%,2%,-8%,-1%,3,10%,2%,-1%
CC1CCCN(C(=O)COC(=O)c2ccc[nH]c2=O)C1 (stereo unspecified),6%,-3%,0%,-3%,1%,2%,-4%,-19,-12%,-2%,3%
Cc1cccc2c(=O)cc(C)n(CC(N)=O)c12,-8%,-4%,-2%,-4%,-1%,/,-1%,10,3%,0%,1%
